NOD2-RIPK2 inh – NOD2-RIPK2 protein interaction inhibition. inhibition, % at 4.98 µM. CHO BLA complementation NOD2-RIPK2, CCF4 ratio. AID 624267. O43353. hit rate 0.38% among 360,000; in the data active = inhibition above about 21%;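 note: 0% = vehicle only and 100% = reference blocker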
SRC3 inh – human NCOA3 inhibition | inhibition, % at 3.6 µM | HEK293 GAL4-SRC3 luciferase reporter, luminescence | hit rate 0.17% among 360,000 | Q9Y6Q9 | AID 588352;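 active = inhibition above a per-campaign cutoff, the mean of all compounds plus 3 SD, cut at about 60% in these data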;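 note: 0% = DMSO-treated cells and 100% = gossypol-treated cells at 36 µM; higher means less SRC3-driven luciferase light from the GAL4 reporter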
TLR9-MyD88 inh – blocks human TLR9 binding to MyD88; CHO BLA complementation TLR9-MyD88, CCF4 FRET ratio; Q9NR96+Q99836; inhibition, % at 4.98 µM; hit rate 0.21% among 340,000;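 active = inhibition above the mean over all tested compounds plus 3 SD, cut at about 21% in these data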;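 note: 0% = DMSO only wells and 100% = clavulanate BLA inhibitor control wells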
Vif inh – HIV Vif inhibition. inhibition, % at 7.49 µM. HEK293T cells, Vif self-association by quenched fluorescence, imaging, 24 h. AID 602346. hit rate 0.35% among 340,000; in the data active = inhibition above about 50%, passing the limit was not always enough; note: some results filed as inactive read as strong as hits
C8 TRAIL sens – sensitizes caspase-8 expressing cells to TRAIL; NB7+C8 cells + TRAIL, ATPlite viability luminescence; inhibition (viability loss, TRAIL sensitization), % at 10 µM; hit rate 1% among 360,000; AID 624354;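 active = compounds causing at least 50% loss of cell viability in the single-dose screen, relative to plate controls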
TROY signal inh – blocks TROY-dependent signaling in reporter cells; Q293 LMP1-TROYcd NF-kB luciferase reporter, 4 h; AID 1347056; inhibition, % at 10 µM; hit rate 0.98% among 360,000;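 active = compounds whose plate-normalised and pattern-corrected inhibition of the luciferase reporter signal at the single screening dose is 50% or more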
LMP1 NFkB inh – reduces LMP1-driven NF-kappaB luciferase signal | inhibition, % at 12.5 µM | LMP1-induced NF-kappaB luciferase reporter cells, luminescence | hit rate 0.69% among 350,000; in the data active = inhibition above about 41%;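 note: 0% = neutral control wells and 100% = reference inhibitor control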
SRC2 inh – inhibits human steroid receptor coactivator 2; Q15596; HEK293 GAL4-SRC2 luciferase reporter, luminescence; inhibition, % at 9 µM; hit rate 0.17% among 370,000; AID 651957;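 active = inhibition above the mean inhibition of all tested compounds plus 3 SD, set per campaign, cut at about 52% in these data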;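 note: 0% = DMSO treated cells and 100% = cells given Gossypol at 36 µM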
LRH-1 inv ag – inverse agonists of human LRH-1 (NR5A2). HEK293T StAR-luciferase reporter, LRH-1 transfected, 24 h. inhibition, % at 3.6 µM. hit rate 0.13% among 360,000. AID 602396;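 active = inhibition above the mean inhibition of all tested compounds plus 3 SD, cut at about 73% in these data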;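 note: 0% = DMSO wells and 100% = reporter-only cells lacking LRH-1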
Target sequence (O00482 whole entry, looked up): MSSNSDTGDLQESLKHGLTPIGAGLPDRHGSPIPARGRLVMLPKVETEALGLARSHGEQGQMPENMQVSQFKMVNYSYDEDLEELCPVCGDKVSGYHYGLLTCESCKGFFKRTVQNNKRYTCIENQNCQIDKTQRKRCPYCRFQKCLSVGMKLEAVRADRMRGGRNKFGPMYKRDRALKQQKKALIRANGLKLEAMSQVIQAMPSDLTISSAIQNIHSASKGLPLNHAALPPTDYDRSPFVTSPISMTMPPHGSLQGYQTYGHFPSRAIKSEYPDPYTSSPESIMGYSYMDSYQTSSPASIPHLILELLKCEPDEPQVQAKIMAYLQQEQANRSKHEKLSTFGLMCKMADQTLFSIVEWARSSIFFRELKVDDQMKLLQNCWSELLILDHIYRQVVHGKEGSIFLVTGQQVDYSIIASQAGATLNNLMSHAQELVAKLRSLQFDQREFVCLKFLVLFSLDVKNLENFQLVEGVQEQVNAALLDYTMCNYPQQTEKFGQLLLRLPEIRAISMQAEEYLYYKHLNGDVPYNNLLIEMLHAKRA
NCOA1 inh – inhibitors of human steroid receptor coactivator 1 (SRC1); AID 588354; Q15788; inhibition, % at 3.6 µM; HEK293 GAL4-SRC1 luciferase reporter, luminescence; hit rate 0.12% among 360,000;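 active = inhibition above the campaign mean plus 3 SD, with each screening campaign given its own cutoff, cut at about 60% in these data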;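 note: 0% = DMSO treated cells and 100% = gossypol at 36 µM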
NR2F2 inh – NR2F2 (human) inhibition, primary screen. P24468. HEK293T NGFI-A luciferase reporter, luminescence. inhibition, % at 8.6 µM. hit rate 0.7% among 370,000. AID 686940;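 active = inhibition above a per-plate cutoff, mean inhibition of test wells between control levels plus 3 SD, cut at about 38% in these data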;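 note: cells cotransfected with COUP-TFII expression vector driving the NGFI-A reporter; 0% = median of COUP-TF2 test wells and 100% = reporter-only cells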
Target sequence (P24468 whole entry, looked up): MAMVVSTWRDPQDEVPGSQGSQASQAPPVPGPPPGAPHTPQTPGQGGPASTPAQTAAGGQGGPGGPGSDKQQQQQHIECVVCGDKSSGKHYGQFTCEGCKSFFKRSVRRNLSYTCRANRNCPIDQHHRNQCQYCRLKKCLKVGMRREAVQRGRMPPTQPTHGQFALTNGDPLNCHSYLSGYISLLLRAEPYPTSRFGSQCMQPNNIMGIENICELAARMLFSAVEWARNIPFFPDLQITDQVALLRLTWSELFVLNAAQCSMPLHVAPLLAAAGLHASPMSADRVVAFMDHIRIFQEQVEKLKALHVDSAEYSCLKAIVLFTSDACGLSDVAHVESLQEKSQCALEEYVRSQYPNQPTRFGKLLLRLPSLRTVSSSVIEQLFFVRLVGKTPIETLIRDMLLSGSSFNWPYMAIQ
Active calls of the source: *. This is a subset; the hit share may differ from the screen's.

`COc1ccc(NC(=O)N(C)[C@H]2C[C@H]3c4[nH]c5ccc(-c6ccc7c(c6)OCO7)cc5c4CCN3C[C@H]2[C@H](C)O)cc1` gave NOD2-RIPK2 inh 8.1, SRC3 inh -12.9, TLR9-MyD88 inh 3.5, Vif inh -0.6, C8 TRAIL sens 5.4, TROY signal inh 13.3, LMP1 NFkB inh -9.0, SRC2 inh -23.1, LRH-1 inv ag -8.9, NCOA1 inh -10.3 and NR2F2 inh -12.6.
For Cc1c(C(=O)OCC(=O)NCC2CCCO2)oc2ccccc12 (centres undefined) the results were NOD2-RIPK2 inh 2.0, SRC3 inh -40.8, TLR9-MyD88 inh 5.3, Vif inh -2.1, C8 TRAIL sens 0.1, TROY signal inh -20.7, LMP1 NFkB inh 0.3, SRC2 inh -4.5, LRH-1 inv ag 9.2, NCOA1 inh -8.7 and NR2F2 inh 7.1.
CN1CCN(C(=O)c2ccccc2Nc2ccc(SC(F)F)cc2)CC1 was read as NOD2-RIPK2 inh 1.6, SRC3 inh 6.5, TLR9-MyD88 inh -4.8, Vif inh -13.1, C8 TRAIL sens -0.1, TROY signal inh -6.0, LMP1 NFkB inh 2.4, SRC2 inh -7.2, LRH-1 inv ag 11.4, NCOA1 inh 2.8 and NR2F2 inh 5.8.
For C=CCn1cc(/C=N/N2C(=O)C3C4C=CC(C4)C3C2=O)c2ccccc21 (centres undefined) the results were NOD2-RIPK2 inh -0.5, SRC3 inh 3.6, TLR9-MyD88 inh 0.8, Vif inh 9.6, C8 TRAIL sens 4.5, TROY signal inh 9.5, LMP1 NFkB inh -0.9, SRC2 inh 3.0, LRH-1 inv ag 17.3, NCOA1 inh 0.7 and NR2F2 inh -11.4.
Screening CC(=O)Nc1ccc(NC(=O)CSc2nc3ccccc3nc2N2CCC(C)CC2)cc1 returned NOD2-RIPK2 inh -8.5, SRC3 inh -27.5, TLR9-MyD88 inh -17.7, Vif inh -5.3, C8 TRAIL sens 4.3, TROY signal inh -20.4, LMP1 NFkB inh 5.1, SRC2 inh -5.6, LRH-1 inv ag -0.1, NCOA1 inh 10.8 and NR2F2 inh -10.2.
For O=C(/C=C/c1ccccc1)C1=C(O)C(=O)N(CCO)C1c1cccc([N+](=O)[O-])c1 (centres undefined) the results were NOD2-RIPK2 inh 0.8, SRC3 inh 9.6, Vif inh 6.2, C8 TRAIL sens 4.0, TROY signal inh -9.6, SRC2 inh -18.7, LRH-1 inv ag -13.7, NCOA1 inh 5.2 and NR2F2 inh 20.9.
Screening COC/C=C/C1=CC2=CC(=O)C(C)(OC(=O)c3cnc4ccccc4n3)C(=O)C2=CN1CCOC (centres undefined) returned NOD2-RIPK2 inh 5.0, SRC3 inh -38.4, TLR9-MyD88 inh 1.2, Vif inh 38.6, C8 TRAIL sens 7.9, TROY signal inh 1.0, LMP1 NFkB inh -2.2, SRC2 inh -42.7, LRH-1 inv ag -9.4, NCOA1 inh 9.5 and NR2F2 inh -0.6.
Cc1ccc(S(=O)(=O)Nc2ccc3ncccc3c2)cc1 was read as NOD2-RIPK2 inh 3.4, SRC3 inh 13.9, TLR9-MyD88 inh -12.6, Vif inh -10.0, C8 TRAIL sens 21.5, TROY signal inh 18.9, LMP1 NFkB inh -6.6, SRC2 inh -12.4, LRH-1 inv ag 49.7, NCOA1 inh 25.1 and NR2F2 inh 33.6.
For CCOC(=O)c1ccc(NC(=O)Nc2nncs2)cc1 the results were NOD2-RIPK2 inh 18.6, SRC3 inh -43.1, TLR9-MyD88 inh 9.4, Vif inh 3.5, C8 TRAIL sens 29.0, TROY signal inh -6.8, LMP1 NFkB inh 11.3, SRC2 inh -34.2, LRH-1 inv ag -27.0, NCOA1 inh -59.1 and NR2F2 inh -71.2.
Nn1c(SCC(=O)N2CCOCC2)nnc1-c1ccco1 was read as NOD2-RIPK2 inh -22.0, SRC3 inh -11.8, TLR9-MyD88 inh 4.2, Vif inh -7.0, C8 TRAIL sens 2.7, TROY signal inh -7.2, LMP1 NFkB inh 3.8, SRC2 inh 0.5, LRH-1 inv ag 6.6, NCOA1 inh -0.8 and NR2F2 inh 0.1.
`COc1ccccc1CNC(=O)c1cn(C)c2ccc(S(=O)(=O)N3CCCC3)cc2c1=O` gave NOD2-RIPK2 inh -5.5, SRC3 inh -2.2, TLR9-MyD88 inh -17.6, Vif inh -1.4, C8 TRAIL sens 2.2, TROY signal inh 0.8, LMP1 NFkB inh 5.1, SRC2 inh -3.6, LRH-1 inv ag 11.8, NCOA1 inh -23.0 and NR2F2 inh -9.6.
Screening Cc1ccccc1NS(=O)(=O)c1ccc(OCC(=O)NCc2ccccn2)cc1 returned NOD2-RIPK2 inh -2.1, SRC3 inh 0.2, TLR9-MyD88 inh -15.7, Vif inh 8.9, C8 TRAIL sens 3.3, TROY signal inh 6.4, LMP1 NFkB inh -1.4, SRC2 inh 6.9, LRH-1 inv ag -6.1, NCOA1 inh -4.8 and NR2F2 inh 15.9.
For COC(=O)c1sc(C(C)(C)C)cc1CS(=O)(=O)c1ccccn1 the results were NOD2-RIPK2 inh -5.3, SRC3 inh 20.2, TLR9-MyD88 inh 6.0, Vif inh -10.5, C8 TRAIL sens -9.6, TROY signal inh 0.9, LMP1 NFkB inh -13.2, SRC2 inh -6.0, LRH-1 inv ag 6.9, NCOA1 inh 9.3 and NR2F2 inh -9.9.
`CCC(=O)N1CCN(C(=O)CC)C1c1ccccc1` gave NOD2-RIPK2 inh 5.4, SRC3 inh -0.9, TLR9-MyD88 inh 9.9, Vif inh 3.4, C8 TRAIL sens 1.9, TROY signal inh 24.6, LMP1 NFkB inh -3.3, SRC2 inh -15.0, LRH-1 inv ag -0.1, NCOA1 inh -0.8 and NR2F2 inh -9.5.
COCC(C)NCc1ccc(C)cc1C (centres undefined) was read as NOD2-RIPK2 inh 4.9, SRC3 inh 16.2, TLR9-MyD88 inh 1.9, Vif inh -6.1, C8 TRAIL sens -10.8, TROY signal inh 4.3, LMP1 NFkB inh -3.3, SRC2 inh -7.7, LRH-1 inv ag 2.2, NCOA1 inh -0.2 and NR2F2 inh 16.2.
O=C(NCCCNC1CCCCC1)c1ccc(/C=N/O)nc1 was read as NOD2-RIPK2 inh -7.5, SRC3 inh 7.3, TLR9-MyD88 inh -8.3, Vif inh 3.3, C8 TRAIL sens -2.2, TROY signal inh 8.4, LMP1 NFkB inh -2.6, SRC2 inh -44.5, LRH-1 inv ag 7.6, NCOA1 inh -1.1 and NR2F2 inh -2.0.
Cc1cc(CN(C)C(=O)c2ccc(OC3CCN(Cc4ccccn4)CC3)cc2)on1 was read as NOD2-RIPK2 inh -1.3, SRC3 inh 3.6, TLR9-MyD88 inh -8.6, Vif inh 15.4, C8 TRAIL sens 6.8, TROY signal inh 4.3, LMP1 NFkB inh 9.7, SRC2 inh -2.2, LRH-1 inv ag 1.4, NCOA1 inh -0.4 and NR2F2 inh -15.4.
For Cn1c(N)c(C(=O)CSc2ccccn2)c(=O)n(C)c1=O the results were NOD2-RIPK2 inh 3.1, SRC3 inh -17.5, TLR9-MyD88 inh 3.8, Vif inh -1.8, C8 TRAIL sens -5.6, TROY signal inh -11.9, LMP1 NFkB inh -3.0, SRC2 inh -4.7, LRH-1 inv ag -33.5, NCOA1 inh -29.3 and NR2F2 inh -15.9.
For CC(=O)N/C(=C/c1ccc(OC(F)F)cc1)C(=O)O the results were NOD2-RIPK2 inh -3.4, SRC3 inh 19.0, TLR9-MyD88 inh 1.5, Vif inh 1.7, C8 TRAIL sens -3.2, TROY signal inh 1.8, LMP1 NFkB inh -1.7, SRC2 inh 5.4, LRH-1 inv ag -5.4, NCOA1 inh 13.5 and NR2F2 inh 1.8.
Cc1cc2c(ncn2Cc2ccccc2)c(N)c1C was read as NOD2-RIPK2 inh -3.1, SRC3 inh 2.4, TLR9-MyD88 inh -8.9, Vif inh 2.6, C8 TRAIL sens 3.6, TROY signal inh -6.0, LMP1 NFkB inh 7.1, SRC2 inh -18.8, LRH-1 inv ag 26.8, NCOA1 inh 2.6 and NR2F2 inh -8.3.
`CCOC(=O)c1cnc(-n2nc(C)cc2C)nc1-n1nc(C)cc1C` gave NOD2-RIPK2 inh -16.5, SRC3 inh -4.0, TLR9-MyD88 inh -9.5, Vif inh -0.3, C8 TRAIL sens -0.3, TROY signal inh 4.2, LMP1 NFkB inh -0.4, SRC2 inh 1.5, LRH-1 inv ag -4.7, NCOA1 inh -2.2 and NR2F2 inh 3.9.
COc1ccccc1C(=O)NNC(=O)C(=O)NC(C)(C)C was read as NOD2-RIPK2 inh -11.7, SRC3 inh 10.4, TLR9-MyD88 inh -10.5, Vif inh -0.1, C8 TRAIL sens -3.9, TROY signal inh -13.7, LMP1 NFkB inh -5.6, SRC2 inh 11.1, LRH-1 inv ag 12.0, NCOA1 inh 8.5 and NR2F2 inh -12.2.
S=C(NCc1ccccc1)NC1CCCc2ccccc21 (centres undefined) was read as NOD2-RIPK2 inh -8.5, SRC3 inh 7.6, Vif inh -2.1, C8 TRAIL sens -9.8, TROY signal inh 2.2, LMP1 NFkB inh -10.7, SRC2 inh 14.4, LRH-1 inv ag 7.2, NCOA1 inh 3.1 and NR2F2 inh 5.0.
`CCc1ccc(N(CC(=O)O)S(=O)(=O)c2c(C)noc2C)cc1` gave NOD2-RIPK2 inh -1.5, SRC3 inh -9.6, TLR9-MyD88 inh 4.9, Vif inh -0.2, C8 TRAIL sens -11.1, TROY signal inh 2.1, LMP1 NFkB inh 6.2, SRC2 inh -21.2, LRH-1 inv ag -3.8, NCOA1 inh -14.0 and NR2F2 inh -4.4.
`Cc1cc(C)n(-c2nc3c(c(=O)[nH]c(=O)n3C)n2Cc2cccc(Br)c2)n1` gave NOD2-RIPK2 inh 3.7, SRC3 inh -10.2, TLR9-MyD88 inh -0.6, Vif inh -18.0, C8 TRAIL sens -5.1, TROY signal inh -22.5, LMP1 NFkB inh -3.6, SRC2 inh -12.4, LRH-1 inv ag -1.7, NCOA1 inh 2.7 and NR2F2 inh 4.8.
Screening CC1(C(=O)Nc2cccc(Oc3ccccc3)c2)CCN1Cc1ccccc1Cl (centres undefined) returned NOD2-RIPK2 inh -11.1, SRC3 inh -6.8, Vif inh 1.1, C8 TRAIL sens 7.0, TROY signal inh -2.0, SRC2 inh -47.5, LRH-1 inv ag 19.6, NCOA1 inh -11.1 and NR2F2 inh 0.9.

Two entries drawn at random from those above:
For O=C(/C=C/c1ccccc1)C1=C(O)C(=O)N(CCO)C1c1cccc([N+](=O)[O-])c1 (centres undefined) the results were NOD2-RIPK2 inh 0.8, SRC3 inh 9.6, Vif inh 6.2, C8 TRAIL sens 4.0, TROY signal inh -9.6, SRC2 inh -18.7, LRH-1 inv ag -13.7, NCOA1 inh 5.2 and NR2F2 inh 20.9.
Cc1ccc(S(=O)(=O)Nc2ccc3ncccc3c2)cc1 was read as NOD2-RIPK2 inh 3.4, SRC3 inh 13.9, TLR9-MyD88 inh -12.6, Vif inh -10.0, C8 TRAIL sens 21.5, TROY signal inh 18.9, LMP1 NFkB inh -6.6, SRC2 inh -12.4, LRH-1 inv ag 49.7, NCOA1 inh 25.1 and NR2F2 inh 33.6.
